S100A4 inh HTS = inhibitors of human S100A4 binding to myosin IIA peptide; inhibition, % at 10.7 µM; P26447; actives 0.14% (n = 360,000); AID 652163; S100A4/TAMRA-MyoIIA peptide fluorescence polarization;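 active = mean inhibition of at least 70% across replicates, with every replicate also reaching that level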
Target sequence (P26447 whole entry, looked up): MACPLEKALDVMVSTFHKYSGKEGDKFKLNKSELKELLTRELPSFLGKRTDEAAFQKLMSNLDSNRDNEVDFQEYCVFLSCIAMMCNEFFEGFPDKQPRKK
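Compound dosing: one dose per compound; test system: human S100A4 monomer with TAMRA-labelled myosin IIA peptide; probe or stimulus: TAMRA-labelled myosin IIA heavy-chain peptide probe, 5 nM; medium: HEPES buffer with Ca2+, pH 7.2; schedule: 5 min incubation before reading; benchmarks: neutral control DMSO, positive control TFP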
SIRT5 inh = blocks human SIRT5 desuccinylation of peptide | Q9NXA8 | Purified SirT5, succinyl-peptide AMC, trypsin-coupled fluorescence | inhibition, % at 15 µM | actives 1.1% (n = 330,000) | AID 652115; in the data active = inhibition above about 15%
Target sequence (Q9NXA8 whole entry, looked up): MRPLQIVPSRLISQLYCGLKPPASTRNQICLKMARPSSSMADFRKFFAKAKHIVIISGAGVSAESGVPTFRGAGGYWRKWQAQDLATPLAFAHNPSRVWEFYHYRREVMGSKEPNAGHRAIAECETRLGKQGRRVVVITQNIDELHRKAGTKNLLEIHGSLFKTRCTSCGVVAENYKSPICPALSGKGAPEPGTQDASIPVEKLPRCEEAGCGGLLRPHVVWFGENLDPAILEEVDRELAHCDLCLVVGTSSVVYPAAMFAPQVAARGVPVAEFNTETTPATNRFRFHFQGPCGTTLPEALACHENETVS
Cneo AK release = Cryptococcus neoformans lysis via adenylate kinase release | actives 0.2% (n = 360,000) | lysis activity, % at 15 µM | AID 651654 | C. neoformans lysis, adenylate kinase release luminescence, 4 h; normalised: neutral wells 0, clomiphene wells 100;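 active = mean lysis activity across replicates of at least 80%, whatever share of replicates individually reach that level; inactive = mean lysis activity below 80%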
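Assay system: C. neoformans cells. Amount: yeast cell density of 5 × 10^6 cells/mL. Technique: AK luminescence. Buffer or medium: YPD. Times: static 4 h at 37 °C with compound, 1 h detection. Dosing: single-point compound dose. Read-out: lysis from increased AK signal.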
ERAP1 inh = blocks human ERAP1 aminopeptidase activity. actives 0.15% (n = 340,000). inhibition, % at 10.7 µM. recombinant ERAP1, Leu-AMC fluorescence, 60 min. Q9NZ08. AID 652197;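 active = mean replicate inhibition of at least 30%, or all replicates individually reaching that 30% level; inactive = mean below 30% and not every replicate reaching it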;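 also: 0% = neutral control wells and 100% = L-leucinethiol positive control wells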
Xi reactivation = reactivates the inactive X chromosome in mouse fibroblasts. XiGFP mouse fibroblasts, % GFP-positive cells imaging, 3 d; cells co-treated with 5-aza-dC sensitizer; scaled so ellipticine positive control = 100%. activation, % at 7.58 µM. actives 0.055% (n = 360,000). AID 743238;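 active = mean normalized replicate activation at least 10% and every replicate at or above 10%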;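 also: 0% = median of on-plate neutral control wells and 100% = ellipticine 6 µM median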
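System: SV40-immortalized XiGFP fibroblast cells, line 68-5-11 / Incubation: 3-day compound exposure, then 15 min fixation at room temperature / Compound: single concentration per compound, delivered by pin transfer / Buffer or medium: DMEM plus 5-aza-dC sensitizer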
LGR2 antag = inhibitors of bursicon-induced Drosophila LGR2 receptor cAMP signaling; HEK293 LGR2, CRE-luciferase, bursicon-stimulated, 4 h; actives 0.35% (n = 380,000); inhibition, % at 9.99 µM;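 active = drop in luminescence signal, shown as inhibition above about 50% in the replicate tests, limit read from the data, passing the limit was not always enough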;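 also: agonist challenge used bursicon conditioned medium at about half maximal strength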
Statin myotox sup = suppressors of simvastatin-induced myotoxicity in C2C12 myotubes. rescue of ATP level, % at 7.49 µM. actives 0.78% (n = 330,000). ATP luminescence, 48 h; scaled: DMSO 0, geranylgeraniol control 100. AID 602340;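 active = mean ATP rescue above about 67%, or every replicate alone reaching that limit, limit read from the data, passing the limit was not always enough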;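 also: myotubes were challenged with 10 µM simvastatin during compound exposure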
PGC1a acetyl inh = lowers PGC1a acetylation signal in U2OS cells | AlphaScreen anti-acetyl-lysine; with virally co-expressed GCN5 acetyltransferase | inhibition, % at 15.6 µM | actives 0.17% (n = 350,000);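 active = every replicate shows inhibition of at least 40%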;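 also: 0% = neutral control wells and 100% = positive control wells; some results beyond the cut were filed as inactive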
Active calls of the source: *; . = no result given.

SMILES	S100A4 inh HTS	SIRT5 inh	Cneo AK release	ERAP1 inh	Xi reactivation	LGR2 antag	Statin myotox sup	PGC1a acetyl inh
C[C@H](CO)N1C[C@H](C)[C@H](CN(C)C(=O)Nc2ccccc2C(F)(F)F)OCc2ccccc2-c2c(n(C)c3ccccc23)C1=O	-5	6	.	-3	-0.1	33	.	5
O=C(Nc1ccc(NC(=S)NC(=O)c2ccco2)cc1)c1ccc(Br)cc1	-10	.	0	2	-0.1	-31	11	1
CC1C(=O)N(c2ccc(S(=O)(=O)N(C)C)cc2)C1(/C=C/c1ccccc1)C(=O)NC1CCCC1 (stereo unspecified)	.	.	0	.	0.0	-4	.	-8
OC(c1cccc(Cl)c1)c1ncc(-c2ccc3ccccc3c2)[nH]1 (stereo unspecified)	-6	-5	-1	2	0.1	-27	-16	-8
Cc1cccc(NC(=O)CCCn2cc([N+](=O)[O-])cn2)n1	-5	4	4	-1	0.1	-1	18	15
COc1ccccc1-c1nc(-c2ccccn2)no1	-2	.	-10	.	0.1	78*	-83	-15
O=S(=O)(Nc1nc(-c2ccco2)c(-c2ccco2)s1)c1ccc(F)cc1F	-11	9	0	4	-0.1	5	3	3
CCN(Cc1ccccc1)C(=O)C1CCN(Cc2sccc2C)CC1	.	.	0	.	-0.1	3	-5	0
C[C@@H]1CCCCO[C@@H](CN(C)C(=O)NC2CCCCC2)[C@H](C)CN([C@H](C)CO)C(=O)c2cc(NC(=O)Nc3ccc(F)cc3)ccc2O1	-2	-1	0	-4	0.9	5	.	-10
CS(=O)(=O)N1[C@@H]2c3cccc(=O)n3C[C@H]1[C@H](CO)[C@H]2C(=O)NCc1ccc(F)cc1	.	4	-1	.	0.1	6	-11	.
Cn1c(-c2csc(-c3cccc(C(F)(F)F)c3)n2)n[nH]c1=S	-4	-2	.	0	-0.1	-8	.	4
O=C(c1cc(-c2ccc(Br)cc2)nc2ccccc12)N1CCN(c2ccccc2O)CC1	3	2	-3	0	0.1	-6	5	4
COC(=O)C(C(=O)OC)c1ccccc1NC(=O)OCc1ccccc1	-7	-3	.	.	0.0	-21	.	.
O=C(O)c1[nH]c2ccccc2c1-c1ccccc1	.	.	-2	.	.	-3	11	4
O=C1CN(Cc2ccccc2)C[C@@H]2[C@H](c3ccc(-c4ccccc4)cc3)[C@H](CO)N12	-39	22*	.	.	0.2	9	.	18
O=C(O)CC(c1ccccc1)N1C(=O)c2ccccc2C1=O (stereo unspecified)	0	-6	.	-4	-0.2	0	.	.
CCc1cc2cc(C)ccc2nc1SCC(=O)N1CCN(C(=O)c2ccco2)CC1	.	.	-2	.	.	-7	-2	-9
CN(C)CCCNC(=O)C[C@H]1CC[C@@H](NS(=O)(=O)c2ccccc2)[C@@H](CO)O1	0	-3	14	-2	0.1	-9	-7	-2
C[C@H](CO)N1C[C@H](C)[C@H](CN(C)C(=O)Nc2ccccc2F)Oc2cc(-c3ccc(C(=O)N(C)C)cc3)ccc2S1(=O)=O	0	-2	6	-1	-1.8	13	20	-6
O=C1CC(Nc2ccc(N3CCOCC3)cc2)C(=O)N1c1ccccc1F (stereo unspecified)	0	2	2	-1	-0.1	-2	-20	-4

The final two entries of the section above open the next one:
SMILES	S100A4 inh HTS	SIRT5 inh	Cneo AK release	ERAP1 inh	Xi reactivation	LGR2 antag	Statin myotox sup	PGC1a acetyl inh
C[C@H](CO)N1C[C@H](C)[C@H](CN(C)C(=O)Nc2ccccc2F)Oc2cc(-c3ccc(C(=O)N(C)C)cc3)ccc2S1(=O)=O	0	-2	6	-1	-1.8	13	20	-6
O=C1CC(Nc2ccc(N3CCOCC3)cc2)C(=O)N1c1ccccc1F (stereo unspecified)	0	2	2	-1	-0.1	-2	-20	-4
Cn1c(C(=O)N2CCN(Cc3ccc4c(c3)OCO4)CC2)cc2sccc21	.	.	-8	.	.	18	-3	6
CO[C@@H]1CN(C)C(=O)c2ccc(NC(=O)C3CCC3)cc2OC[C@@H](C)N(C(=O)NC(C)C)C[C@@H]1C	6	-1	2	-3	-0.3	-24	14	-4
CCOc1ccc(Nc2cc3n(c(=O)n2)CCc2cc(OC)c(OC)cc2-3)cc1	-16	-1	-2	1	0.0	-23	-6	0
Fc1cccc(-c2nnn3c2nc(Cl)c2ccccc23)c1	-1	-3	0	-1	-0.3	-2	0	7
COc1ccc(NC2CCCN(C(=O)CCc3cccc(Cl)c3)C2)cc1 (stereo unspecified)	-1	2	13	-4	0.6	-3	8	4
CC(c1ccco1)N(C(=O)c1ccccc1NS(=O)(=O)c1cc([N+](=O)[O-])ccc1Cl)c1ccccn1 (stereo unspecified)	-3	-7	.	-3	0.0	27	.	.
COc1ccc(Oc2cc(NN3CCCCC3)c([N+](=O)[O-])cc2[N+](=O)[O-])cc1OC	-3	3	2	-1	0.4	-3	-18	16
COc1ccc(-c2csc3nc(C)nc(N4CCN(C(C)=O)CC4)c23)cc1OC	-1	-2	-1	-1	0.4	0	2	.
O=C(Nc1cccc(F)c1)N1CC(=O)N2[C@H](CO)[C@@H](c3ccc(-c4ccccc4F)cc3)[C@H]2C1	9	2	.	0	0.3	3	.	-12
O=C(CCNC(=O)c1ccc([N+](=O)[O-])cc1)Nc1ccc(S(=O)(=O)N2CCOCC2)cc1	-4	-4	.	-4	0.0	-6	.	.
C[C@H]1CN([C@@H](C)CO)C(=O)Cc2cc(NC(=O)c3ccncc3)ccc2O[C@@H]1CN(C)C(=O)Nc1ccc(F)cc1	12	.	-1	1	0.3	13	1	3
CC(=O)NNC(=O)CN1C(=O)/C(=C/c2ccccc2)SC1=S	-2	0	.	-2	1.7	-6	.	3
CC(C)CC#Cc1ccc2c(c1)O[C@H](CN(C)Cc1cncnc1)[C@H](C)CN([C@@H](C)CO)S2(=O)=O	8	0	-2	-1	-0.3	-5	-7	-4
Cc1cccc(C)c1-c1ccc(CN2C(CC(C)C)C(=O)N(Cc3cn(CC4CCCCC4)nn3)CCS2(=O)=O)cc1 (stereo unspecified)	3	-3	1	-2	0.2	0	15	2
O=C(COc1ccccc1)NCc1nnc2c3ccccc3c(-c3ccccc3)nn12	-2	-2	0	-2	0.2	-19	14	-11
C[C@@H]1CCCCO[C@H](CN(C)Cc2ccncc2)[C@@H](C)CN([C@H](C)CO)C(=O)c2cc(NS(=O)(=O)c3ccc(Cl)cc3)ccc2O1	4	0	1	0	0.0	13	49	-9
Cc1cc(C(=O)Nc2cccc3c2O[C@H](CN(C)Cc2ccc(C(F)(F)F)cc2)[C@H](C)CN([C@@H](C)CO)C3=O)n(C)n1	4	0	0	-2	0.0	-19	-5	-3
O=C(C[C@@H]1CC[C@@H]2[C@H](COC[C@@H](O)CN2C(=O)c2ccccc2F)O1)N1CCOCC1	-22	4	2	-5	0.0	12	-6	-2
COc1cc(-c2cc3nc(NCCOc4ccccc4)ccn3n2)cc(OC)c1OC	-8	-11	0	3	0.1	-5	-12	-47
C[C@H](CO)N1C[C@H](C)[C@H](CN(C)Cc2ccc(Cl)c(Cl)c2)Oc2c(NC(=O)CCCCCC(=O)Nc3ccccc3N)cccc2C1=O	0	10	.	2	0.7	-5	.	-17
O=C(N[C@@H]1CC[C@@H](CCNS(=O)(=O)c2ccc(Cl)cc2)O[C@H]1CO)c1ccccn1	16	2	-11	1	0.5	-1	12	-17
COc1cc(C2C(C(=O)Nc3ccc(F)cc3)=C(C)Nc3nc(CCCO)nn32)cc(OC)c1OC (stereo unspecified)	2	.	2	.	0.0	3	-5	1
C[C@H](O)[C@@H]1C(=O)N2CCc3c([nH]c4cccc(-c5ccccc5)c34)[C@@H]2C[C@@H]1N(C)C(=O)OCc1ccccc1	-19	5	.	5	0.6	-5	.	.
Nc1ccc2c(c1)Oc1ccccc1C=C2	-3	0	.	1	0.2	-5	.	.

Filtered by structure: the compounds so far with a Cl atom.
SMILES	S100A4 inh HTS	SIRT5 inh	Cneo AK release	ERAP1 inh	Xi reactivation	LGR2 antag	Statin myotox sup	PGC1a acetyl inh
OC(c1cccc(Cl)c1)c1ncc(-c2ccc3ccccc3c2)[nH]1 (stereo unspecified)	-6	-5	-1	2	0.1	-27	-16	-8
Fc1cccc(-c2nnn3c2nc(Cl)c2ccccc23)c1	-1	-3	0	-1	-0.3	-2	0	7
COc1ccc(NC2CCCN(C(=O)CCc3cccc(Cl)c3)C2)cc1 (stereo unspecified)	-1	2	13	-4	0.6	-3	8	4
CC(c1ccco1)N(C(=O)c1ccccc1NS(=O)(=O)c1cc([N+](=O)[O-])ccc1Cl)c1ccccn1 (stereo unspecified)	-3	-7	.	-3	0.0	27	.	.
C[C@@H]1CCCCO[C@H](CN(C)Cc2ccncc2)[C@@H](C)CN([C@H](C)CO)C(=O)c2cc(NS(=O)(=O)c3ccc(Cl)cc3)ccc2O1	4	0	1	0	0.0	13	49	-9
C[C@H](CO)N1C[C@H](C)[C@H](CN(C)Cc2ccc(Cl)c(Cl)c2)Oc2c(NC(=O)CCCCCC(=O)Nc3ccccc3N)cccc2C1=O	0	10	.	2	0.7	-5	.	-17
O=C(N[C@@H]1CC[C@@H](CCNS(=O)(=O)c2ccc(Cl)cc2)O[C@H]1CO)c1ccccn1	16	2	-11	1	0.5	-1	12	-17

Source: PubChem BioAssay (Broad Institute)

A portion of the library; the hit share may differ from the screen's.
